# High-throughput results as filed in PubChem.
# PME-1 inh – blocks human protein phosphatase methylesterase 1. recombinant PME-1, FP-Rh probe fluorescence polarization. inhibition, % at 5.9 µM. hit rate 0.53% among 320,000. AID 2130;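 active means inhibition above the campaign mean of all compounds plus 3 SD, cut at about 26% in these data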;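 further: competitive labeling of PME-1 active site by serine hydrolase directed probe; 0% = PME-1 with DMSO and 100% = wells lacking PME-1 enzyme; inhibitors block probe labeling so polarization falls and inhibition rises; many of its hits are not listed in these tables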
# GLD-1 TGE inh – GLD-1-TGE RNA interaction inhibition (C. elegans) | Q17339 | purified GLD-1 + fluorescein TGE RNA, fluorescence polarization | inhibition, % at 5.96 µM | hit rate 0.44% among 320,000 | AID 2280;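 active means percent inhibition above a per-plate cutoff, the plate mean of test compounds plus 3 SD, cut at about 30% in these data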;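 further: 0% = DMSO wells with GLD-1 and probe and 100% = wells lacking GLD-1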
# Fam108B counter – blocks mouse Fam108B hydrolase in RBBP9 counter-screen; AID 1947; recombinant Fam108B, FP-Rh probe fluorescence polarization; hit rate 0.33% among 300,000; inhibition, % at 9.51 µM;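 active means inhibition above the screen mean inhibition plus 3 SD, computed separately per campaign, cut at about 18% in these data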;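 further: inhibitors lower polarization as less probe binds the enzyme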
# MCL1 BIM primary – MCL1-BIM-BH3 interaction inhibition (human); Q07820; GST-MCL1 / FITC-Bim-BH3 fluorescence polarization; inhibition, % at 10.9 µM; hit rate 0.68% among 320,000; AID 2057;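 active means inhibition above the mean inhibition of all tested compounds plus 3 SD, set per campaign, cut at about 40% in these data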;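 further: 0% = DMSO wells and 100% = unlabeled Bim-BH3 peptide control; higher means more loss of mP so more displacement of Bim peptide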
# PAD4 inh – PAD4 (human) enzyme inhibition; Q9UM07; recombinant PAD4, RCA probe fluorescence polarization; inhibition, % at 6.36 µM; hit rate 0.41% among 330,000; AID 485272;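 active means percent inhibition above a cutoff equal to the mean of all tested compounds plus 3 SD, cut at about 15% in these data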;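 further: 0% = PAD4 with RCA probe and DMSO and 100% = probe without PAD4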
# Target sequence (Q9UM07 whole entry, looked up): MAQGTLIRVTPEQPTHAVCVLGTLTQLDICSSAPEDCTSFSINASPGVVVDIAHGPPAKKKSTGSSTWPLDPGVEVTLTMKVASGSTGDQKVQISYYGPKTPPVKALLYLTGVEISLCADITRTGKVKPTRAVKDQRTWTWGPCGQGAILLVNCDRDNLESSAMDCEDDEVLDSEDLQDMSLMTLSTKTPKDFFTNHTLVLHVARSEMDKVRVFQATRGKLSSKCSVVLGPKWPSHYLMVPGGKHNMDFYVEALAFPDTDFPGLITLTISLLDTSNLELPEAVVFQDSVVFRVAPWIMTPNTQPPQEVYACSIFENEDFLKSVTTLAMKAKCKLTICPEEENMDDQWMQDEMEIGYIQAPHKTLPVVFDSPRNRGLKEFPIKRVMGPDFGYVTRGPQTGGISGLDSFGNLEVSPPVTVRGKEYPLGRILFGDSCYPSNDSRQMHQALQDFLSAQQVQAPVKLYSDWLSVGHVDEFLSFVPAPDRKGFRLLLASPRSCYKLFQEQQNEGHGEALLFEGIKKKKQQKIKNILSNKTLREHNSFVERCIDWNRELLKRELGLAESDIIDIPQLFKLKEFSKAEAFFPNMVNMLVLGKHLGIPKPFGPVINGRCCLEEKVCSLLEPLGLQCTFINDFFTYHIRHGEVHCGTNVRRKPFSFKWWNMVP
# GSTO1 inh – blocks human GSTO1 in RBBP9 counter-screen | inhibition, % at 5.96 µM | AID 1974 | recombinant GSTO1, activity-based probe fluorescence polarization | hit rate 1.1% among 300,000;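 active means inhibition above the campaign mean inhibition plus 3 SD, cut at about 35% in these data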;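 further: 0% = GSTO1-1 with DMSO and 100% = wells lacking GSTO1-1 enzyme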
# TPT1 inh – blocks Candida albicans tRNA 2'-phosphotransferase | AID 1962 | recombinant caTPT1, FP RNA substrate dephosphorylation | hit rate 0.81% among 300,000 | inhibition, % at 5 µM;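 active means inhibition above the mean of all tested compounds plus 3 SD, set per screening campaign, cut at about 24% in these data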;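 further: plate controls were DMSO alone for no effect and ferristatin control at 100 nM for full effect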
# Bcl-xL primary – Bcl-xL (human) inhibition; Q07817; GST-Bcl-xL / FITC-Bim BH3 peptide fluorescence polarization; inhibition, % at 10.9 µM; hit rate 0.7% among 320,000;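 active means inhibition above the mean of all tested compounds plus 3 SD, cutoff set per campaign, cut at about 30% in these data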;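 further: 0% = DMSO wells and 100% = unlabeled Bim-BH3 peptide competitor; inhibitors lower millipolarization by displacing the labeled peptide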
# MEX-5 binding – C. elegans MEX-5 TCR-2 RNA binding activity | hit rate 0.38% among 300,000 | AID 1832 | activity score (negative = inhibition of binding), % at 10 µM | MEX-5/FITC-TCR2 RNA binding, fluorescence polarization; active compounds read low;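 active means inhibition past about -25% in most replicates, and total fluorescence under double the plate's negative control median, limit read from the data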;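 further: 0% = DMSO and -100% = 5 µM competing unlabeled TCR2 RNA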
# Target sequence (Q9XUB2 whole entry, looked up): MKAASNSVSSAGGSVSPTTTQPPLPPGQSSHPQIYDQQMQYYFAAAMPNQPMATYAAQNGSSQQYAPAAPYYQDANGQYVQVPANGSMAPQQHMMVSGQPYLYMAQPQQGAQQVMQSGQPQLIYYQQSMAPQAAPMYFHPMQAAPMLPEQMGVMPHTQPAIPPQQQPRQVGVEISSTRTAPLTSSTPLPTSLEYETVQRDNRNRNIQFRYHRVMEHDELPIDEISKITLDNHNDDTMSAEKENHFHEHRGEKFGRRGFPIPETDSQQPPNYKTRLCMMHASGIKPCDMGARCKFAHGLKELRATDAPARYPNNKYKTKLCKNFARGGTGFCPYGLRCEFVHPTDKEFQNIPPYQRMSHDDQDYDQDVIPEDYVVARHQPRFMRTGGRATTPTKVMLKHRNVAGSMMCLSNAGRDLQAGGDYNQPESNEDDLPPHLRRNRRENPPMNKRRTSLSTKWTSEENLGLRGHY
# * hit, by the source's call; nt = no result given.
SMILES,PME-1 inh,GLD-1 TGE inh,Fam108B counter,MCL1 BIM primary,PAD4 inh,GSTO1 inh,TPT1 inh,Bcl-xL primary,MEX-5 binding
COc1ccccc1CCNC(=O)C(=O)NCC1OCCN1S(=O)(=O)c1ccc([N+](=O)[O-])cc1 (stereo not drawn),-5,3,0,4,-4,4,-1,8,1.8
Cc1ccccc1NC(=O)CC(C)S(=O)(=O)c1ccc2c(c1)NC(=O)CO2 (stereo not drawn),6,-3,-1,1,2,-4,-1,2,0.2
NC(=O)c1ccccc1-c1nc(-c2ccccc2)no1,-9,5,0,-3,-2,1,-2,1,1.4
CCCc1ccc(OCc2ccccc2)c2c(=O)cc(C(=O)OCC)oc12,1,3,0,4,-3,-4,-1,2,0.6
CCOC(=O)c1c(NC(=O)CCCC(=O)O)sc2c1CCC2,-1,-3,1,5,3,13,-3,2,-1.5
Cc1coc2c(C)c3oc(=O)c(CC(=O)N[C@@H](CC(C)C)C(=O)O)c(C)c3cc12,-4,3,-4,-6,-8,3,0,1,-1.2
O=C(CSc1nccn1Cc1ccc(F)cc1)NC1CCCC1,2,2,4,5,0,4,-3,3,1.8
O=C(c1ccc(Cl)cc1)C1CCN(C(=O)c2ccc(F)cc2)CC1,3,8,2,-13,-1,-3,5,-3,4.8
CS(=O)(=O)c1cnc(-c2ccccc2)nc1Sc1ccc(F)cc1,-4,-2,8,11,4,16,-4,4,1.3
O=S(=O)(c1ccc2ccccc2c1)N1CCNCC1,-4,4,2,8,6,-3,-4,6,3.0
Cc1ccc(CC2CC(=O)N(c3cc(C)ccc3C)C2=O)cc1 (stereo not drawn),-5,-7,-7,-3,-10,7,3,-1,2.7
O=C(Nc1ccc(F)c(F)c1)c1ccc(F)c(S(=O)(=O)N2CCOCC2)c1,0,3,4,8,1,7,-4,6,0.9
COc1ccc(OC)c2sc(NNC(=O)COc3ccccc3)nc12,-2,5,1,1,-3,6,-4,-3,-1.5
Cc1cc2oc(=O)cc(CSc3nnc(C)n3N)c2cc1C(C)C,2,-5,2,0,1,3,3,-2,0.8
CCOC(=O)Cc1csc(NC(=O)c2cccnc2)n1,0,-3,1,8,-1,5,2,4,0.1
COc1ccc(OC)c(S(=O)(=O)N2CCC(C(=O)NC3CCCC3)CC2)c1,-3,2,1,0,0,0,0,-2,-1.9
CCOc1ccc2ncc(S(=O)(=O)c3ccc(C)cc3)c(N3CCC4(CC3)OCCO4)c2c1,4,3,1,4,0,0,0,4,-0.8
C(=N\N1CCOCC1)/c1cccs1,5,7,1,-4,-2,4,2,0,-4.1
O=C(COc1ccc(Cl)cc1)Nc1ccc2c(c1)OCO2,-15,0,1,0,2,8,-1,1,1.4
Cc1cc(C)cc(N(C(=O)CNC(=O)c2ccco2)C(C(=O)NC2CCCC2)c2ccncc2)c1 (stereo not drawn),-8,0,-1,1,-2,5,-4,6,-0.5
CSc1ccc(S(=O)(=O)N2CCC(C(=O)NCc3cccnc3)CC2)cc1,2,11,-7,-4,-5,-3,-1,-3,0.5
COc1ccccc1N1CCN(C(=O)C(CC(C)C)NC(=O)C2CCCCC2)CC1 (stereo not drawn),1,-5,-2,3,-6,3,-5,5,0.1
O=C(c1cc(COc2ccc(F)cc2Cl)on1)N1CCC(c2ccncc2)CC1,4,0,1,2,1,-2,-2,6,1.8
COC(=O)Cc1ccc(NC(=S)N2CCN(c3ccccn3)CC2)cc1,-6,1,3,8,2,6,-1,4,3.7
O=C(Cc1csc(NC(=O)Nc2ccc(Cl)cc2)n1)NCc1ccccn1,8,1,0,1,4,-1,1,4,1.6
O=C(NCc1ccc(Cl)cc1)c1cc2c(s1)CS(=O)(=O)C2,-8,2,-5,-2,2,-2,2,-1,-0.1
CCOc1ccc(C(C(=O)NC(C)(C)C)N(CCOC)C(=O)CCC(=O)Nc2ccccn2)cc1 (stereo not drawn),-1,2,2,-2,2,-3,-2,0,-3.9
O=S(=O)(c1ccc(-c2csc(Nc3ccc(Br)cc3)n2)cc1)N1CCCC1,38*,8,9,-6,0,0,-5,0,2.4
CCn1c(SC(C)C(=O)Nc2nnc(C)s2)nnc1-c1ccco1 (stereo not drawn),-1,-8,-1,4,-4,5,-2,2,0.0
COc1ccc(/C=C/C(=O)Oc2ccc(C=O)cc2OC)cc1,11,2,-2,-6,0,-7,1,4,-0.7
CC(C)Sc1nc2sc(-c3ccccc3)cc2c(=O)n1N,-5,-2,0,-5,-1,-1,-3,1,nt
O=C1CSC(c2c(F)cccc2Cl)N1c1cccc(F)c1 (stereo not drawn),5,6,0,6,2,6,-3,4,-0.2
COc1cc2[nH]c(=S)nc(NCCCOC(C)C)c2cc1OC,4,5,-3,4,-1,5,-2,15,-0.8
Cc1ccc(COC(=O)c2ccc3c(c2)C(=O)N(CCCN2CCOCC2)C3=O)cc1,4,0,0,-3,-1,14,-6,5,0.1
CCCc1cc(=O)[nH]c2nnc(SCC(=O)Nc3cc(C)on3)n12,4,5,0,-5,-1,8,2,1,-3.8
CCOC(=O)NC(=O)/C(C#N)=N\Nc1cccc(Cl)c1,-1,2,2,-2,4,-2,3,4,1.9
CCOc1cc(/C=N\O)cc(Cl)c1OCC,0,-4,-7,-14,-5,-4,-2,-11,0.9
NC(=O)c1cc(S(=O)(=O)Nc2cccc(Cl)c2)cs1,1,-5,-5,7,5,6,-1,6,-0.8
Cc1nc(C)c(C(=O)OCC(=O)Nc2cccc(C)c2C)s1,-4,9,nt,-1,1,nt,nt,2,nt
CCOC(=O)CN1C(=O)COc2ccc(Cl)cc21,-2,9,-2,2,0,1,3,-4,2.1
CCSC(=S)Nc1c(C)n(C)n(-c2ccccc2)c1=O,-1,0,-1,8,0,-4,-3,11,-1.7
COc1cccc(-c2csc(N3CCN(S(=O)(=O)c4ccc(F)cc4)CC3)n2)c1,-7,-2,-3,2,2,6,-1,-1,-0.8
CCOC(=O)c1nn(-c2cccc(Cl)c2)c2nc(CC(C)C)c(C#N)c(=O)n12,2,3,-2,-2,3,-8,-3,-5,0.9
N#Cc1ccc(Oc2cnccn2)cc1,-3,4,7,-1,1,5,-4,-2,-1.0
O=C1C(NS(=O)(=O)c2cccs2)=C(N2CCN(c3ccccc3)CC2)C(=O)c2ccccc21,-3,-3,6,-1,-2,13,-6,4,-1.4
COCc1cc(C)nc2sc(C(=O)N3CCN(c4ccccc4)CC3)c(N)c12,-6,-5,0,6,5,1,-3,5,-1.3
Cc1occc(=O)c1OCc1ccccc1,2,0,1,1,-3,-1,-6,2,2.1
CCCCN(C(=O)COC(=O)c1nc2nccc(C)n2n1)C1CCS(=O)(=O)C1 (stereo not drawn),-3,-1,nt,-2,-9,nt,nt,5,nt
O=C(NC1CCCC1)c1nc2c(nnn2Cc2ccccc2Cl)c(=O)[nH]1,3,2,3,6,-2,-9,-3,2,1.2
Nc1nn(S(=O)(=O)c2cccc3nsnc23)cc1-c1ccc(Br)cc1,3,-4,5,1,-7,2,-3,5,-1.0
CCCCN(Cc1ccco1)S(=O)(=O)c1ccc(-c2ccc(=O)[nH]n2)s1,-1,1,-7,-4,-6,-10,-1,-4,2.2
COCC(C)n1c(SCc2cc(=O)n3cc(C)ccc3n2)nc2ccccc2c1=O (stereo not drawn),10,-1,-3,8,-1,-3,-1,2,0.3
Cc1ccc(S(=O)(=O)N2CCN(C(=O)CC(C)n3cncn3)CC2)cc1C (stereo not drawn),4,1,4,9,-1,-1,-3,8,-0.4
Cn1c(=O)oc2cc(S(=O)(=O)N3CCN(C(=O)c4ccco4)CC3)ccc21,0,-3,2,9,5,-1,-2,1,-2.5
O=c1oc2ccccc2c(Nc2ccc(Cl)cc2)c1[N+](=O)[O-],10,-2,3,2,-1,-46,-2,0,-1.3
Cn1c(CCCNC(=O)c2ccccc2)nc2ccccc21,3,13,2,1,2,9,1,-1,-0.8
CC(C(=O)OCC(=O)c1c(N)n(C)c(=O)n(C)c1=O)N1C(=O)c2ccccc2C1=O (stereo not drawn),3,3,-6,0,-1,-4,4,0,0.0
CC(C)(C)[C@@H]1C=C(C(=O)N2CCOCC2)O[C@H](OCc2ccc(CO)cc2)C1,-5,8,0,8,1,4,-5,8,-3.3
O=C(Nc1ccccc1)N1CCCC2CCCCC21 (stereo not drawn),2,-3,7,-1,4,-1,-4,-3,-1.6
CCOC(=O)C1CCCN(C(=S)Nc2ccc(Nc3ccccc3)cc2)C1 (stereo not drawn),3,3,2,7,2,8,-3,5,1.4
# More compounds:
SMILES,PME-1 inh,GLD-1 TGE inh,Fam108B counter,MCL1 BIM primary,PAD4 inh,GSTO1 inh,TPT1 inh,Bcl-xL primary,MEX-5 binding
O=C(CSCc1ccc(Cl)cc1)Nc1nccs1,1,-3,5,2,-3,9,0,2,0.1
O=C(c1ccc(C#CC2(O)CCCCC2)cc1)N1CCOCC1,-4,3,2,0,-2,-6,-2,2,-0.7
Cc1cc(Cl)ccc1OCC(=O)NC1CCCC1,-2,-3,-2,1,-7,-1,4,6,1.5
CCn1cc(Br)c(C(=O)Nc2ccc(C(=O)OC(C)C)cc2)n1,-21,1,-1,3,-6,-46,-1,3,1.0
O=C1/C(=C/c2ccncc2)N=C2CCCCCN12,-2,5,-1,2,1,-5,-4,1,1.5
Cc1ccc(C)c(NC(=S)NNC(=O)c2csc(C)c2)c1,4,7,3,8,-4,-2,-2,0,0.5
O=C(NCCc1ccc(Cl)cc1)Nc1cccc(Cl)c1,-11,3,-3,6,0,-20,-2,2,-3.8
Cc1c(C#N)c(N=CN(C)C)c(C(=O)c2ccccc2)n1-c1ccc(Br)cc1,1,4,-4,12,-2,-5,-1,9,-2.0
Cc1cc(C)cc(C(=O)NN2CCN(C)CC2)c1,-3,-3,-4,0,-6,-2,1,-2,0.0
COc1ccc(Cl)cc1NC(=O)/C=C\C(=O)O,-1,9,3,5,5,3,-2,5,0.2
COc1ccc(CCN(Cc2nc(-c3ccccc3)no2)Cc2nc(-c3ccccc3)no2)cc1OC,-1,5,-2,5,-2,0,-4,5,4.2
O=C(NCc1ccccn1)c1ccc(OC2CCN(Cc3ccccc3)CC2)cc1,0,-4,6,4,-2,-4,-4,2,-0.1

# In the list so far, these contain bromine.
SMILES,PME-1 inh,GLD-1 TGE inh,Fam108B counter,MCL1 BIM primary,PAD4 inh,GSTO1 inh,TPT1 inh,Bcl-xL primary,MEX-5 binding
O=S(=O)(c1ccc(-c2csc(Nc3ccc(Br)cc3)n2)cc1)N1CCCC1,38*,8,9,-6,0,0,-5,0,2.4
Nc1nn(S(=O)(=O)c2cccc3nsnc23)cc1-c1ccc(Br)cc1,3,-4,5,1,-7,2,-3,5,-1.0
CCn1cc(Br)c(C(=O)Nc2ccc(C(=O)OC(C)C)cc2)n1,-21,1,-1,3,-6,-46,-1,3,1.0
Cc1c(C#N)c(N=CN(C)C)c(C(=O)c2ccccc2)n1-c1ccc(Br)cc1,1,4,-4,12,-2,-5,-1,9,-2.0

# Additional records.
SMILES,PME-1 inh,GLD-1 TGE inh,Fam108B counter,MCL1 BIM primary,PAD4 inh,GSTO1 inh,TPT1 inh,Bcl-xL primary,MEX-5 binding
COc1ccc(S(=O)(=O)N(CC(=O)O)c2ccccn2)cc1,-3,5,-1,8,0,-2,0,8,0.7
O=C(c1ccc2c(=O)n(CCc3ccccc3)c(=O)[nH]c2c1)N1CCN(c2ccccc2)CC1,-4,7,-1,1,0,-11,0,2,-2.0
O=[N+]([O-])c1cccc(-c2nc(-c3ccccc3)c(-c3cccs3)[nH]2)c1,2,2,-2,-2,-5,-4,2,6,2.1
CC(NC(=O)CCC(=O)NC(C)c1ccccc1)c1ccccc1 (stereo not drawn),0,-5,-1,-2,1,4,2,3,-0.3

# These rows are one share of the data; the hit share may differ from the screen's.
